# LYP inh 2: LYP (human) phosphatase inhibition | Q9Y2R2 | recombinant LYP catalytic domain, DiFMUP fluorescence | inhibition, % at 2 µM | actives 0.21% (n = 96,000) | AID 640;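 active means inhibition at 2 µM at or above a set limit, the screen mean plus 3 SD, cut at about 24% in these data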;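 further: 0% = DMSO with enzyme and 100% = enzyme fully blocked by orthovanadate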
# Target sequence (Q9Y2R2 whole entry, looked up, the tested form may be a part): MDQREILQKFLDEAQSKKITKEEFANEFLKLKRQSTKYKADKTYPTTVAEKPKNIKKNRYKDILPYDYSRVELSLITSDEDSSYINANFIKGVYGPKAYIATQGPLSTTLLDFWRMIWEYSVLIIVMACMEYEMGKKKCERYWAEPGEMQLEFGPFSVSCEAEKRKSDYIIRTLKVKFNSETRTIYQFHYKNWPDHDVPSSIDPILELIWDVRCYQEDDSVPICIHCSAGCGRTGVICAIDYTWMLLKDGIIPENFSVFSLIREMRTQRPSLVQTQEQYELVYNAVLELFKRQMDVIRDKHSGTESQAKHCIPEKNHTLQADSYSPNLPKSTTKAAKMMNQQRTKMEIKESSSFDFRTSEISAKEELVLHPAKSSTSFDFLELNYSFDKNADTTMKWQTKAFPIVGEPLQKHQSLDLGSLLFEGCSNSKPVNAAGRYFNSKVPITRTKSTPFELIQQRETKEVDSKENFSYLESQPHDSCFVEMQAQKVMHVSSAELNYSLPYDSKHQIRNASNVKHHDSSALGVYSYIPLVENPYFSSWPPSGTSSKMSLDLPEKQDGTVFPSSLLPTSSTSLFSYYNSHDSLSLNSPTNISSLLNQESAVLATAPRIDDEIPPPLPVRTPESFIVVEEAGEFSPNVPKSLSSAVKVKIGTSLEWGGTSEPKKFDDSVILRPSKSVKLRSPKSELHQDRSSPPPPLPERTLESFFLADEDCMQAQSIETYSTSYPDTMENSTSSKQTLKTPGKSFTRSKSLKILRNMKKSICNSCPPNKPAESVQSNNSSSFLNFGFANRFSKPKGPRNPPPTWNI
# EphB4 antag: antagonists of human EphB4-ephrin-B2 interaction. P54760. EphB4 LBD / TNYL-RAW-Alexa532 peptide, fluorescence polarization. inhibition, % at 7 µM. actives 0.15% (n = 97,000). AID 720;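 active means inhibition above the screen-wide mean inhibition plus 3 SD, cut at about 15% in these data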;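 further: 0% = DMSO wells and 100% = excess unlabeled TNYL-RAW peptide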
# CYP2C9 inh: inhibitors of human CYP2C9. P11712. inhibition, % at 5 µM. CYP2C9 Supersomes, luciferin-H conversion, luminescence. actives 20% (n = 96,000);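 active means blocking of liver enzyme CYP2C9 beyond about 50% at 5 µM, limit read from the data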; further: values of inactives mirror those of a sister screen read the other way
# PLK1 kinase inh: PLK1 (human) kinase inhibition; P53350; recombinant PLK1 kinase, TR-FRET peptide phosphorylation; inhibition, % at 10 µM; actives 0.53% (n = 97,000);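 active means inhibition of 50% or more in the single-concentration screen; inactive means inhibition below 50%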;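 further: 0% = DMSO max control and 100% = H-89 dihydrochloride min control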
# CYP2C9 activ: activators of human CYP2C9; P11712; actives 1.4% (n = 96,000); activation factor at 5 µM; recombinant CYP2C9, luciferin-H conversion, luminescence; hits give high values; factor 1 = untreated enzyme, 0 = blocked;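 active means activation factor of 2 or more for CYP2C9 at a 5 µM dose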;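 further: 0 = sulfaphenazole-blocked wells and 1 = vehicle-only wells; values of inactives mirror those of a sister screen read the other way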
# PLK1 PBD inh: Plk1 (human) PBD binding inhibition; Plk1 PBD phosphopeptide binding, fluorescence polarization; inhibition, %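 (tested at about 20 µM)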; P53350; actives 0.13% (n = 97,000); in the data active means inhibition above about 34%, passing the limit was not always enough
# Calb biofilm kill: kills Candida albicans biofilms; actives 0.14% (n = 85,000); inhibition, % at 6 µM; AID 834; C. albicans biofilm + clotrimazole, Alamar Blue;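 active means inhibition above 20%; inactive means inhibition below 20%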;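 further: preformed 24 hr biofilms exposed to compound for 48 hr; 0% = biofilm without compound and 100% = blank killed by clotrimazole plus chlorhexidine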
# LYP act: increases human PTPN22 phosphatase activity; Q9Y2R2; recombinant LYP, DiFMUP fluorescence; 0 = plate median, 100 = signal doubled; activation, % at 2 µM; actives 0.11% (n = 96,000); AID 697;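 active means activation at 2 µM above a set limit, the mean plus 5 SD, cut at about 37% in these data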
# Rev-RRE block: HIV Rev-RRE protein-RNA interaction inhibition | inhibition, % at 8 µM | P05866 | Rev peptide-RRE RNA binding, FRET | AID 704 | actives 0.79% (n = 97,000);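 active means inhibition above the screen-wide mean plus 3 SD, cut at about 35% in these data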;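 further: 0% = median DMSO wells and 100% = median Neomycin B control wells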
# Target sequence (P05866 whole entry, looked up): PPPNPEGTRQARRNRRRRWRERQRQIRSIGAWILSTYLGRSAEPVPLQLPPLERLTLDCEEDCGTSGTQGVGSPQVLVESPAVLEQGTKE
#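 Test system: Cy5-tagged RRE RNA duplex with fluorescein-tagged Rev peptide; Probe or stimulus: labelled Rev peptide; Schedule: 5 min preincubation and 15 min binding, 25 °C; Signal: FRET fluorescence readout; Evaluation: % inhibition from 671/540 nm acceptor-to-donor ratio, scaled between controls; Control set: DMSO and neomycin B.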
# * hit, by the source's call; nt = not tested or not shown.
1. COc1ccc(CNC(=O)C(c2ccncc2)N(C(=O)Cc2cccs2)c2ccc(C)cc2)cc1 (stereo not drawn)
2. Clc1ccc(CCNc2ncnc3nc[nH]c23)cc1
3. Cc1nc2ncnn2c(C)c1CCC(=O)N1CCc2ccccc2C1
4. CC(C)C(=O)Nc1cccc(C(=O)Nc2nncs2)c1
5. Cc1c(-c2nnc(-c3ccc(C(F)(F)F)cc3)o2)cnn1-c1ccccc1
6. CSc1nccc(-c2nn(-c3ccc(C)cc3)ccc2=O)n1
7. Cc1cc(NC(=O)CSc2nnc(Nc3ccccc3)s2)no1
8. O=C(CN1C(=O)NC2(CCCCCCC2)C1=O)NCc1ccc2c(c1)OCO2
9. CCCC(=O)Nc1cccc(NC(=O)c2ccc(C)c([N+](=O)[O-])c2)c1
10. COc1ccc(-c2cn3ccccc3n2)cc1OC
Screen / compound no.,1,2,3,4,5,6,7,8,9,10
LYP inh 2,13,-3,-7,-9,6,5,-6,10,3,-14
EphB4 antag,-2,1,12,-3,-2,10,-3,0,8,-2
CYP2C9 inh,69*,11,0,32,27,37,-7,23,21,-3
PLK1 kinase inh,-8,43,-9,-8,-5,1,0,-9,-9,-20
CYP2C9 activ,0.3,0.9,1,0.7,0.7,0.6,1.1,0.8,0.8,1
PLK1 PBD inh,-5,-11,-24,-4,-2,-11,-6,7,-17,2
Calb biofilm kill,nt,nt,8,6,nt,-3,nt,nt,nt,12
LYP act,-12,0,5,6,-6,-3,8,-14,0,10
Rev-RRE block,4,1,8,6,0,5,6,4,7,3

# Results in EphB4 antag and Calb biofilm kill, for 6 of the compounds above:
no. | SMILES | EphB4 antag | Calb biofilm kill
1 | COc1ccc(CNC(=O)C(c2ccncc2)N(C(=O)Cc2cccs2)c2ccc(C)cc2)cc1 (stereo not drawn) | -2 | nt
2 | Clc1ccc(CCNc2ncnc3nc[nH]c23)cc1 | 1 | nt
3 | Cc1nc2ncnn2c(C)c1CCC(=O)N1CCc2ccccc2C1 | 12 | 8
4 | CC(C)C(=O)Nc1cccc(C(=O)Nc2nncs2)c1 | -3 | 6
5 | Cc1c(-c2nnc(-c3ccc(C(F)(F)F)cc3)o2)cnn1-c1ccccc1 | -2 | nt
6 | CSc1nccc(-c2nn(-c3ccc(C)cc3)ccc2=O)n1 | 10 | -3

# Additional records.
11. Cc1scc(C(=O)Nn2cnnc2)c1-c1ccccc1
12. N#Cc1cn(CCOc2ccccc2F)c2ccccc12
13. Cc1ccc(-c2nnn(CC(=O)N(c3ccccc3)C(C(=O)NC(C)(C)C)c3cccs3)n2)o1 (stereo not drawn)
14. Cc1c(O)nc(SC2CC(=O)N(c3ccccc3)C2=O)[nH]c1=O (stereo not drawn)
15. COc1ccc(CNC(=O)c2c(-c3cc(Cl)c(OC)c(Cl)c3)noc2C)cc1
16. O=C(CSc1nnc(NC2CCCCC2)s1)Nc1ccc(N2CCOCC2)cc1
17. N#Cc1c(NC(=O)CSc2ncnc3c2cnn3-c2ccccc2Cl)sc2c1CCCC2
18. O=C(C1CCCN(c2ncccn2)C1)N1CCc2ccccc21 (stereo not drawn)
19. CC(C)(C)OC(=O)N1CCC(C(=O)N2CCC[C@H]2C(=O)O)CC1
20. COc1ccccc1NC(=S)Nc1ccccc1F
Screen / compound no.,11,12,13,14,15,16,17,18,19,20
LYP inh 2,-8,-1,5,-5,-5,1,6,-8,-2,-2
EphB4 antag,-5,-3,-4,-4,-4,-3,-3,-5,14,-2
CYP2C9 inh,8,100*,nt,-2,19,18,nt,72*,-2,0
PLK1 kinase inh,-7,-5,-9,-5,6,-7,-22,-13,-9,-3
CYP2C9 activ,0.9,0,nt,1,0.8,0.8,nt,0.3,1,1
PLK1 PBD inh,-12,-4,-2,9,-13,-20,8,-26,10,21
Calb biofilm kill,8,7,5,0,3,3,-7,2,6,nt
LYP act,5,0,-6,4,2,2,-8,12,2,6
Rev-RRE block,4,12,1,7,12,-3,7,-2,3,6

21. O=C(NCCc1ccccc1)C1CCCN(S(=O)(=O)c2cnc[nH]2)C1 (stereo not drawn)
22. Cc1sc(NC(=O)c2cc(-c3ccc(Cl)cc3)nc3ccccc23)c(C(N)=O)c1C
23. O=C(Oc1c(Cl)cc(Cl)c2cccnc12)c1cccs1
24. O=C(O)CN1C(=O)CC(Cc2ccc(Cl)cc2)C1=O (stereo not drawn)
25. COC(=O)CCC(=O)Nc1ccc(NC(=O)CCC(=O)OC)cc1
26. CCCC(C(=O)NCc1ccco1)N(C(=O)CNS(=O)(=O)c1ccccc1)C1CCCC1 (stereo not drawn)
27. COc1ccc(C(=S)N2CCNCC2)cc1
28. COc1ccccc1N=C(C)C1=C(O)COC1=O
29. NC(=O)CSc1nnc(-c2cccs2)n1-c1ccccc1
30. CCOC(=O)CSc1nc2sc3c(c2c(=O)n1C1CCCCC1)CCN(C)C3
Screen / compound no.,21,22,23,24,25,26,27,28,29,30
LYP inh 2,8,8,6,-13,1,-8,-1,-4,-4,4
EphB4 antag,-2,3,5,-1,-5,-5,5,-1,0,-1
CYP2C9 inh,59*,48,nt,7,11,41,8,-5,4,nt
PLK1 kinase inh,-2,-8,-4,-14,0,-6,3,2,-12,-15
CYP2C9 activ,0.4,0.5,nt,0.9,0.9,0.6,0.9,1.1,1,nt
PLK1 PBD inh,-17,-14,-24,17,14,-11,1,9,2,14
Calb biofilm kill,7,nt,0,12,nt,2,1,3,5,3
LYP act,-11,-4,-5,10,-2,5,2,6,5,-4
Rev-RRE block,11,2,11,-1,5,5,5,1,4,20

31. Cc1ccc(NCc2nnc(SCC(=O)N3CCc4ccccc43)n2C)cc1
32. CC1=NN(C(N)=S)C(=O)C1N=Nc1ccc(C)cc1C (stereo not drawn)
33. CCOc1ccc(N(CC(=O)NCC2CCCO2)C(=O)CCC(=O)Nc2ccccn2)cc1 (stereo not drawn)
34. CCN(CC)CCSc1nc(O)c(C(C)C)c(=O)[nH]1
35. Cc1nc(CS(=O)(=O)c2ccccc2)cc(N2CCOCC2)n1
36. CCN1CCN(Cc2c(C)[nH]c3ccc(C(=O)OC)cc3c2=O)CC1
37. CC(=O)C(Sc1ccc2nnc(-c3ccc(C)cc3)n2n1)C(C)=O
38. COc1ccccc1NC(=O)CSc1nc2nc(C)cc(C)c2c(=O)[nH]1
39. c1ccc(-c2nc3nc4ccccc4nc3n2Cc2ccco2)cc1
40. O=c1c2c(-c3cccs3)csc2[nH]c(=S)n1-c1ccccc1
Screen / compound no.,31,32,33,34,35,36,37,38,39,40
LYP inh 2,7,-2,13,-6,8,1,-8,-8,8,-5
EphB4 antag,4,-4,1,-8,-5,-1,-1,-10,-7,-1
CYP2C9 inh,0,8,nt,8,30,0,23,52*,51*,8
PLK1 kinase inh,-12,-2,-12,-9,-4,-6,2,40,-1,-4
CYP2C9 activ,1,0.9,nt,0.9,0.7,1,0.8,0.5,0.5,0.9
PLK1 PBD inh,3,6,12,-14,10,3,28,-18,14,30
Calb biofilm kill,2,nt,nt,6,nt,8,4,9,6,6
LYP act,-7,4,-13,3,-6,-6,4,4,-11,7
Rev-RRE block,2,7,7,6,4,0,1,0,5,0

41. COc1ccc(Cc2c[nH]c(=O)[nH]c2=O)cc1
42. O=c1cc(O)sc2ccccc12
43. COc1ccccc1NC(=S)NNC(=O)c1ccc(Cl)cc1Cl
44. COC(=O)c1nnn(CC(=O)Nc2cccc(OC)c2)c1C(=O)OC
45. c1ccc(C2Nc3ccccc3Oc3ccccc32)cc1 (stereo not drawn)
46. c1ccc(CCNc2ncnc3c2nnn3Cc2ccccc2)cc1
47. CC1CCc2cc(F)ccc2N1C(=O)c1cc2nc(-c3ccco3)cc(C(F)(F)F)n2n1 (stereo not drawn)
48. CCOc1ccccc1N(CC(=O)N1CCCCCC1)S(C)(=O)=O
49. O=C1NN(c2ccc(F)c(Cl)c2)C(=O)/C1=C\c1cccc(OC(=O)c2cccs2)c1
50. CCOC(=O)c1[nH]c2ccc(OC)cc2c1NC(=O)CN1CCSCC1
Screen / compound no.,41,42,43,44,45,46,47,48,49,50
LYP inh 2,1,8,-6,2,-4,11,4,-14,16,0
EphB4 antag,3,0,7,4,-1,-3,0,-3,-6,0
CYP2C9 inh,0,-11,nt,63*,nt,6,46,9,51*,59*
PLK1 kinase inh,-1,-12,-11,-37,-14,-1,-5,-4,-8,-7
CYP2C9 activ,1,1.1,nt,0.4,nt,0.9,0.5,0.9,0.5,0.4
PLK1 PBD inh,19,-19,-2,-2,-6,-13,10,0,-7,-8
Calb biofilm kill,3,nt,nt,5,0,6,7,5,6,5
LYP act,1,-9,5,0,3,-12,-7,12,-15,-2
Rev-RRE block,7,3,3,9,3,10,6,0,11,-1

# A section from further up:
46. c1ccc(CCNc2ncnc3c2nnn3Cc2ccccc2)cc1
47. CC1CCc2cc(F)ccc2N1C(=O)c1cc2nc(-c3ccco3)cc(C(F)(F)F)n2n1 (stereo not drawn)
48. CCOc1ccccc1N(CC(=O)N1CCCCCC1)S(C)(=O)=O
49. O=C1NN(c2ccc(F)c(Cl)c2)C(=O)/C1=C\c1cccc(OC(=O)c2cccs2)c1
50. CCOC(=O)c1[nH]c2ccc(OC)cc2c1NC(=O)CN1CCSCC1
Screen / compound no.,46,47,48,49,50
LYP inh 2,11,4,-14,16,0
EphB4 antag,-3,0,-3,-6,0
CYP2C9 inh,6,46,9,51*,59*
PLK1 kinase inh,-1,-5,-4,-8,-7
CYP2C9 activ,0.9,0.5,0.9,0.5,0.4
PLK1 PBD inh,-13,10,0,-7,-8
Calb biofilm kill,6,7,5,6,5
LYP act,-12,-7,12,-15,-2
Rev-RRE block,10,6,0,11,-1

# Further compounds follow:
51. COc1cc(=O)n2c(-c3ccccc3)csc2n1
52. CCn1c(CC(C)C)n[nH]c1=S
53. CC(C(=O)NCc1ccc2c(c1)OCO2)N(c1ccccc1)S(C)(=O)=O (stereo not drawn)
54. CCCCn1c(SCC(=O)Nc2nnc(C(C)C)s2)nc2c1c(=O)n(C)c(=O)n2C
55. C=C(C)c1cccc(C(C)(C)NC(=O)N2CC(C)OC(C)C2)c1 (stereo not drawn)
56. CCOC(=O)/C=c1\s/c(=C\c2ccccc2OC)c(=O)n1CC(=O)N1CCOCC1
57. CC1=CS(=O)(=O)CC1Sc1nc2ccccc2[nH]1 (stereo not drawn)
58. Cc1ccc(C(=O)N2CCCCCC2)cc1Br
59. COCCCNCCOCCOc1c(OC)cccc1OC
60. Cc1cc(Nc2ccccc2)n(C(=O)c2ccc(Cl)cc2)n1
61. C=CC(=O)Nc1ccc(Br)cc1
62. C=CCOn1c(=O)c(-c2cc3ccccc3o2)[n+]([O-])c2ccccc21
63. CCOCCCNC(=O)C(c1ccc(Cl)cc1)N1CCN(C(=O)c2ccco2)CC1 (stereo not drawn)
Screen / compound no.,51,52,53,54,55,56,57,58,59,60,61,62,63
LYP inh 2,-6,-10,-3,4,9,5,-11,-9,-2,-2,-7,-7,-4
EphB4 antag,0,3,0,2,6,2,3,0,-3,6,-2,0,-7
CYP2C9 inh,25,9,10,26,8,2,-2,-23,-4,nt,0,10,-10
PLK1 kinase inh,4,-1,-6,-5,-2,-2,-4,0,-5,0,-1,-12,0
CYP2C9 activ,0.8,0.9,0.9,0.7,0.9,1,1,1.2,1,nt,1,0.9,1.1
PLK1 PBD inh,-10,-12,-4,-13,-7,-3,-12,9,-5,-14,5,20,-6
Calb biofilm kill,3,nt,4,7,3,0,3,-2,nt,4,0,nt,10
LYP act,4,8,1,-5,-6,-5,10,4,-1,2,8,6,4
Rev-RRE block,6,3,3,5,4,1,7,7,3,10,16,12,-1

# Random draw from the library; overall some 20% were active at least once.
